KB-3-1 tox: KB-3-1 parental cell cytotoxicity | actives 1.4% (n = 400,000) | AID 1347075 | Potency, µM (top dose mostly 46.1 µM), without a hit: at the top dose activity change, negative = cytotoxic, hits mostly cytotoxic | KB-3-1 viability, CellTiter-Glo ATP luminescence, 72 h; further: potency means the concentration at half of the fitted maximal effect; on the % scale 0 is the no-effect control and ±100 the full control effect; nearly all actives have a fitted effect of over 60% in size
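Using CellTiter-Glo luminescence, growth of non-resistant KB-3-1 adenocarcinoma cells is assessed 72 h after pin-tool compound addition at 37 °C. Normalized responses across the concentration series yield fitted curves.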
IL-1B inflam inh: inflammasome signaling inhibition, IL-1 beta readout; THP-1 LPS/ATP IL-1B secretion, AlphaLISA, 16 h; active compounds read low; AID 743279; activity change, % at 57.5 µM; actives 4.7% (n = 360,000); in the data active means activity change below about -50%; inconclusive means mostly about -30% to -49%; further: on the % scale 0 is the no-effect control and ±100 the full control effect
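Secreted IL-1B measured by AlphaLISA bead assay after 16 h compound exposure of THP-1 cells; compounds (final up to 57.5 uM) added 1 h before LPS (250 ng/mL) and ATP (1.25 mM) stimulation; lower signal means less secretion.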
SW480 rerep: inducers of DNA re-replication in SW480 colon cancer cells; actives 1.8% (n = 340,000); SW480 DNA re-replication, Hoechst DNA content imaging, 48 h; Potency, µM (titrated, usually from 46.1 µM), for inactives: top-dose re-replication activation, usual class: activators; further: potency means the concentration at half of the fitted maximal effect; % of control where 0% means no effect; nearly all actives have a fitted effect of over 55% in size
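Readout is total intensity of Hoechst-stained nuclei, excited at 405 nm and collected at 500-530 nm. Compound treatment lasted 48 hr at 37 C in 5% CO2 before staining.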
ATXN2 expr inh: ATXN2 expression inhibition | HEK-293 ATXN2-luciferase reporter, luminescence, 24 h | actives 0.72% (n = 360,000) | AID 1745845 | Potency, µM (doses to about 57 µM), inactives show at the top dose activity change, negative = inhibition, usual class: inhibitors; further: potency means the concentration at half of the fitted maximal effect; on the % scale 0 is the no-effect control and ±100 the full control effect; nearly all actives have a fitted effect of over 55% in size
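qHTS (up to 57 uM final) was run with 24 h compound exposure of reporter cells at 37 °C. Each well was multiplexed: SteadyGlo luminescence measured ATXN2-luciferase expression after a fluorogenic Gly-Phe-AFC viability readout (25 uM final).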
HT1080-NT tox: kills 2HG-producing HT-1080-NT fibrosarcoma cells; Potency, µM (titrated, usually from 46.1 µM), for inactives: at the highest dose activity, negative = less viability, most hits filed as cytotoxic; HT-1080-NT fibrosarcoma viability, CellTiter-Glo ATP luminescence, 48 h; actives 1.6% (n = 360,000); AID 686970;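 further: NT is the 2HG producing partner of a matched IDH1 knockdown line; potency means the concentration at half of the fitted maximal effect; 0% = DMSO-treated cells and -100% = media-only wells without cells; nearly all actives have a fitted effect of over 55% in size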
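HT-1080-NT; 750 cells/well; 5% FBS RPMI; 48 h compound, 37 degrees C; CellTiter-Glo luminescence; curve fitting and curve-class assignment.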
HepG2 viability: counter-screen for TGF-b inhibitors: cytotoxicity in HepG2 cells; AID 588856; Potency, µM (highest dose often 46.1 µM), for the others: at the highest dose activity change, negative = cytotoxicity, usual class: cytotoxic; HepG2 CAGA-GFP viability, ATP luminescence, 18 h; actives 0.76% (n = 410,000); further: potency means the concentration at half of the fitted maximal effect; some results filed as inactive show a strong effect at the top dose
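HepG2 CAGA-GFP cells (1000/well, DMEM with 1% FBS) received compound, then TGF-beta at 500 pg/mL final, and were incubated 18 hours at 37 degrees C. Viability was read by CellTiter-Glo luminescence. Media-only wells were set as complete cell-killing and DMSO as no toxicity.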
ATXN viability: cell viability loss in ATXN counter-screen. S2 cells (HEK-293 line with an ATXN2-luciferase reporter) viability, CellTiter-Fluor protease fluorescence, 24 h. Potency, µM (series often up to 56.7 µM), actives largely listed as cytotoxic. actives 0.49% (n = 400,000). AID 651635; further: potency means the concentration at half of the fitted maximal effect; nearly all actives have a fitted effect of over 40% in size
MCF10A rerep: inducers of DNA re-replication in MCF 10A breast cells; MCF 10A DNA re-replication, Hoechst nuclear intensity, 48 h; Potency, µM (titrated, usually from 46.1 µM), inactives show at the highest dose activity, positive = re-replication, usual class: activators; actives 2.9% (n = 350,000); AID 624296; further: potency means the concentration at half of the fitted maximal effect; % of control where 0% means no effect; nearly all actives have a fitted effect of over 50% in size
HT1080 IDH1KD tx: HT-1080 IDH1 knockdown cell toxicity (counter line). HT-1080 IDH1 knockdown viability, ATP luminescence, 48 h. Potency, µM (top dose mostly 46.1 µM), inactives show at the top dose activity, negative = toxicity, actives largely listed as cytotoxic. actives 2% (n = 360,000). AID 686971;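 further: potency means the concentration at half of the fitted maximal effect; 0% = DMSO wells and -100% = cell-free medium wells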
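In this qHTS, HT-1080 cells depleted of IDH1 are exposed for 48 h at 37 °C to compound titrations. Toxicity is scored from CellTiter-Glo luminescence, with DMSO as full viability and medium alone as none.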
The depositor's hits bear a star; i = inactive; ? = inconclusive; . = no result given; & = joins results of further samples; [ ] = dose if it differs, or a comment. Unless noted, the call rests on the fitted dose curve; in most records, active means well fitted curve in the direction sought with a large enough effect; inconclusive means small, poorly fitted or top-dose-only effect, or another doubt; inactive means no such curve, though single readings can be large; an effect the other way counts as inactive or inconclusive.

no.	SMILES	KB-3-1 tox	IL-1B inflam inh	SW480 rerep	ATXN2 expr inh	HT1080-NT tox
1	O=C(NCc1ccccc1Cl)C(=O)NCC1OCCN1S(=O)(=O)c1cccs1 (configuration not stated)	2%	0	3%	-2%	25%
2	CCOc1cc(-c2nc3c(c(CC)nn3-c3ccccc3)c3cc(OC)c(OC)cc23)ccc1O	3%	.	.	0%	.
3	Cc1ccc(-n2c(CCC(=O)O)ccc2-c2cccs2)cc1C	?	19	-1%	14%&-6%	-2%
4	CC1(C)CC(=O)C(C=NCCN2CCNC2=O)=C(O)C1	28%	30	2%	4%	5%
5	CCOc1ccccc1C(=O)N[C@H](C(=O)OCc1cc([N+](=O)[O-])cc2c1OCOC2)C(C)C	0%	-21	22%	-19%	-2%
6	COc1cc2c(cc1NC(=O)CSc1ccc(C)cc1)oc1ccccc12	-3%	-3	21%	-3%	0%
7	CC(=O)N/N=C(\C)CC(=O)Nc1cccc(C(F)(F)F)c1	-7%	0	3%	-31%	-2%
8	COCc1cc(C)nc(SCC(=O)Nc2cccc3cccnc23)c1C#N	-2%	2	?	-27%	-9%
9	COc1ccc(C(=S)N2CCOCC2)cc1OC(=O)c1ccc([N+](=O)[O-])cc1	0%	-2	-31%[inhibitor]	-9%	12%
10	O=C(NN1S(=O)(=O)c2ccccc2S1(=O)=O)c1ccc(Br)cc1	-6%	3	-16%	-5%	14%
11	CC(C)(C)c1ccc(SCCc2cccnc2)cc1	6%	-8	?	.	2%
12	CCn1c(SCC(=O)N/N=C/C(C)=C\c2ccco2)nnc1-c1ccccc1	-5%	-18	-3%	3%	-9%
13	COc1ccc(/C=N/NC(=S)N[C@H]2CC3CCC2C3)cc1 (some centres not stated)	10%	4	-60%[inhibitor]	7%	7%
14	CC(Sc1ccc(Cl)cc1)C(=O)NCc1ccc2c(c1)OCO2 (configuration not stated)	-1%	-3	-3%	13%	-1%
15	FC(F)(F)c1ccc2c(c1)N1CCCC1CN2 (configuration not stated)	-7%	?	2%	-34%	-17%

no.	HepG2 viability	ATXN viability	MCF10A rerep	HT1080 IDH1KD tx
1	-45%	i	6%	1%
2	1%	i	.	.
3	-30%&-56%	i	?	-3%
4	-1%	i	-25%	3%
5	-19%	?	19%	?
6	-16%	i	?	6%
7	-20%	i	5%	2%
8	-36%	i	?	-6%
9	-3%	i	-14%	5%
10	8%	i	?	11%
11	2%	.	?	8%
12	0%	i	?	-13%
13	-43%	i	-4%	-6%
14	-4%	i	-6%	1%
15	0%	i	-2%	-21%

New compounds follow:
no.	SMILES	KB-3-1 tox	IL-1B inflam inh	SW480 rerep	ATXN2 expr inh	HT1080-NT tox
16	CCCSCCCNC(=O)Cn1c(=O)c2cccn2c2ccccc21	4%	-3	-16%	.	4%
17	Fc1ccc(Cn2nnc(-c3ccc(CN4CCOCC4)cc3)n2)cc1	-4%	-20	5%	-7%	4%
18	COc1cc(NC(=O)CSc2nc(C)cc(C)n2)cc(OC)c1OC	16%	30	-4%	9%	-3%
19	O=C1C=C(NC2CCCCC2)CCC1	14%	30	-4%	4%	1%
20	Cc1cc(C)nc(-n2nc(C)c3c2NC(=O)CC3c2cc(F)ccc2F)n1 (configuration not stated)	25%	.	.	-10%	.
21	c1ccc2c(c1)OCCOCCOc1ccccc1OCCOCCO2	-9%	-8	-695%[inhibitor]	-25%	-4%
22	BrC(=C\c1ccccc1)/C=N/Nc1ccc2nncn2n1	16%	-86*	?	7%	-8%
23	CCN1CCN(CCn2c(=S)[nH]c3ccccc3c2=O)CC1	10%	0	-3%	3%	3%
24	C[C@H](NC(=O)c1nc[nH]c1C(=O)N[C@@H](CCCCNC(=O)OC(C)(C)C)C(=O)OC(C)(C)C)c1ccccc1	?	-52*	?	?	?
25	O=C(Nc1ccc2snnc2c1)N1CCN(c2ccccc2)CC1	-3%	?	-16%	-17%	6%
26	O=C(NCc1ccccc1)c1ccccc1-c1nc2ccccc2[nH]1	12%	11	-3%	7%	-6%
27	CCc1ccc(NC(=O)C(CC)n2nnc(C(=O)OC)c2C(=O)OC)cc1 (configuration not stated)	15%	.	.	-4%	.
28	CC1CCc2ccc(F)cc2N1S(=O)(=O)c1cccs1 (configuration not stated)	-9%	2	11%	-24%	?
29	COc1ccc(C2=CC(=O)C[C@H](c3ccc(Cl)cc3)C2)cn1	0%	-22	2%	-2%	9%
30	CC1CCC/C(=C\Nc2ccc(O)cc2)C1=O (configuration not stated)	-8%	?	-1%	5%	-5%

no.	HepG2 viability	ATXN viability	MCF10A rerep	HT1080 IDH1KD tx
16	-23%	i	-10%	-1%
17	-20%	i	?	-1%
18	-41%	?	12%	4%
19	7%	i	2%	12%
20	-2%	i	.	.
21	-37%	i	-4%	-12%
22	-19%	i	?	?
23	-1%	i	7%	5%
24	-4%	?	23%	?
25	-4%	i	5%	3%
26	3%	i	-1%	-5%
27	-18%	i	.	.
28	-15%	i	0%	-25%
29	0%	i	-18%	0%
30	0%	i	5%	-15%

Next results.
no.	SMILES	KB-3-1 tox	IL-1B inflam inh	SW480 rerep	ATXN2 expr inh	HT1080-NT tox
31	O=C(COC(=O)c1cnc(Cl)c(Cl)c1)NCCC1=CCCCC1	3%	-9	-4%	-4%	-2%
32	Cc1sc2nc(COC(=O)c3ccc(Cl)c(N)c3)[nH]c(=O)c2c1C	15%	0	8%	7%	11%
33	COc1ccc(CC(=O)NC2CCN(Cc3nnnn3C(C)(C)C)CC2)cc1OC	29%	0	1%	1%	1%
34	COc1ccc(NC(=O)COc2ccc(CNCCCN3CCOCC3)cc2OC)cc1	-9%	-9	?	-7%	-25%
35	COCCCNC(=O)CCc1nnc2ccc(N3CCC(C)CC3)nn12	1%	25	-1%	-3%	17%
36	NNC(=O)c1ccc(Cn2cc(Cl)cn2)cc1	13%	19	?	-4%	-4%
37	S=c1[nH]nc(COc2ccc(Cl)cc2)n1C1CCCCC1	5%	19	-1%	-15%	?
38	CC[C@]12c3[nH]c4ccccc4c3CCN1C(=O)C(CC(=O)NCCc1ccccn1)C[C@@H]2C(=O)N1CCN(C(=O)C2CC2)CC1 (some centres not stated)	0%	21	9%	4%	1%
39	O=C1N=c2ccccc2=C1c1sc(=S)n(NC(=O)c2cccc(O)c2)c1O	-24%	13	-12%	15%	-2%
40	NC(=O)Cn1c(=O)n(CC(=O)N2CCCCC2)c(=O)c2sccc21	0%	-18	-8%	3%	0%
41	COc1cc(CC(=O)OCC(=O)Nc2cccc([N+](=O)[O-])c2)cc(OC)c1OC	2%	19	-3%	0%	6%
42	O=C(COc1ccc2c3c(c(=O)oc2c1)CCCC3)NCCCn1ccnc1	7%	-14	-18%	-6%	14%
43	Cc1cc(C)n(-c2nc3ccccc3nc2Nc2ccc(CC(=O)O)cc2)n1	14%	31	8%	3%	-15%
44	CCc1cc(=O)oc2cc(OC(C)C(=O)NCCCn3ccnc3)ccc12 (configuration not stated)	14%	27	-10%	-1%	7%
45	CN1CCc2cc3c(c4c2[C@H]1[C@H](O)c1ccccc1-4)OCO3	2%	-62*	-11%[9.22 µM]	?	2%

no.	HepG2 viability	ATXN viability	MCF10A rerep	HT1080 IDH1KD tx
31	-3%	i	?	4%
32	5%	i	0%	9%
33	-1%	i	2%	1%
34	-8%	i	0%	-19%
35	3%	i	0%	14%
36	-30%	i	29%	1%
37	-31%	i	-4%	?
38	1%	i	15%	8%
39	-50%	i	-9%	-2%
40	4%	i	0%	5%
41	-26%	i	-2%	13%
42	0%	i	0%	-1%
43	-3%	i	20%	0%
44	-17%	i	?	15%
45	-10%	?	-27%	-2%

Two of the compounds above, with bars between the fields:
item | smiles | KB-3-1 tox | IL-1B inflam inh | SW480 rerep | ATXN2 expr inh | HT1080-NT tox | HepG2 viability | ATXN viability | MCF10A rerep | HT1080 IDH1KD tx
38 | CC[C@]12c3[nH]c4ccccc4c3CCN1C(=O)C(CC(=O)NCCc1ccccn1)C[C@@H]2C(=O)N1CCN(C(=O)C2CC2)CC1 (some centres not stated) | 0% | 21 | 9% | 4% | 1% | 1% | i | 15% | 8%
39 | O=C1N=c2ccccc2=C1c1sc(=S)n(NC(=O)c2cccc(O)c2)c1O | -24% | 13 | -12% | 15% | -2% | -50% | i | -9% | -2%

Entries shown so far that have a COOH group (two):
no.	SMILES	KB-3-1 tox	IL-1B inflam inh	SW480 rerep	ATXN2 expr inh	HT1080-NT tox
3	Cc1ccc(-n2c(CCC(=O)O)ccc2-c2cccs2)cc1C	?	19	-1%	14%&-6%	-2%
43	Cc1cc(C)n(-c2nc3ccccc3nc2Nc2ccc(CC(=O)O)cc2)n1	14%	31	8%	3%	-15%

no.	HepG2 viability	ATXN viability	MCF10A rerep	HT1080 IDH1KD tx
3	-30%&-56%	i	?	-3%
43	-3%	i	20%	0%

(listing goes on)
no.	SMILES	KB-3-1 tox	IL-1B inflam inh	SW480 rerep	ATXN2 expr inh	HT1080-NT tox
46	COc1ccc2cc(C(=O)C3CCCN(C(=O)/C=C/c4ccccn4)C3)ccc2c1 (configuration not stated)	0%	-13	?	-15%	-10%
47	CCc1nc(C)cn1S(=O)(=O)c1ccc2c(c1)OCCO2	1%	11	-6%	0%	19%
48	CC(C)(C)NC(=O)COC(=O)CCC(=O)c1ccc(F)cc1	-9%	20	-3%	-15%	11%
49	Cc1ccc(OCCOC(=O)Cn2nc(C)c([N+](=O)[O-])c2C)cc1	2%	2	8%	-13%	11%
50	O=C(Cn1nc(C(=O)O)c2ccccc2c1=O)Nc1cccc(S(=O)(=O)N2CCCC2)c1	4%	1	-11%	-9%	0%

no.	HepG2 viability	ATXN viability	MCF10A rerep	HT1080 IDH1KD tx
46	13µM*	i	5%	-3%
47	-11%	i	-4%	8%
48	7%	i	11%	9%
49	-2%	i	?	7%
50	-10%	i	-1%	3%

Assay outcomes: PubChem, National Center for Advancing Translational Sciences (NCATS)

An unsorted share of the library, and some 8.9% of all compounds hit somewhere here.
